# All columns: NCI-60 one-dose screen, growth in % after 48 h at 10 µM unless noted; 100 = growth as untreated, 0 = no growth, -100 = all killed.
# MDA-MB-468: MDA-MB-468 breast cancer; 78,000 tested, 8.5% active; AID 2202374
# BT-549: BT-549 breast cancer. 78,000 tested, 4.4% active. AID 1794793
# K-562: K-562 leukemia; 78,000 tested, 7.4% active; AID 1794777
# MCF7: MCF7 breast cancer; 82,000 tested, 6.3% active
# MDA-MB-231: MDA-MB-231 breast cancer | 81,000 tested, 5% active | AID 1794789
# T-47D: T-47D breast cancer; 79,000 tested, 5% active
# HS 578T: HS 578T breast cancer; 78,000 tested, 4.1% active; AID 1794788
# SR: SR leukemia cells; 73,000 tested, 8.7% active
# * marks the source's active call; other numbers are inactive results; · = no result given; & = joins results of further samples; ! = not confirmed by another sample; [ ] = another dose, or the depositor's remark. Rule for the calls: active = growth percent below 10; inactive = the rest.
SMILES,MDA-MB-468,BT-549,K-562,MCF7,MDA-MB-231,T-47D,HS 578T,SR
COC(=O)CCCCCC[C@@H]1[C@@H](/C=N/NC(=O)c2ccncc2)[C@H](OC(=O)c2ccccc2)C[C@@H]1O,85,99,93,95,104,90,97,91
COC(=O)c1nc(-c2ccccc2)oc1S(=O)(=O)NCCO,67,93,75,88,93,85,102,67
COc1ccc(C2CC(c3ccccc3)=NN2Cn2nnc3ccccc32)cc1 (configuration not stated),104,84,88,81,96,84,121,·
O=C1CCC23OC=CC2C2(Nc4ccccc4NC2=O)c2cc(Cl)ccc2N13 (configuration not stated),121,101,103,100,101,112,107,107
C=CCn1c(C)nc2cc(Nc3nc(N4CCN(C)CC4)nc4ccccc34)ccc21,101,88,96,95,89,94,95,92
N#C/C(=C/c1ccc(O)c([N+](=O)[O-])c1)c1nc(-c2ccc([N+](=O)[O-])cc2)cs1,14,36,20,26,40,11,44,48
CSc1nccc(-c2c(-c3ccc(NC(C)=O)cc3)nc3sccn23)n1,79,105,58,60,100,65,116,32
COc1c(NC=O)c2c(c([N+](=O)[O-])c1OC)C(=O)OC2,93&113,94,102&125,90&97,90&104,93&109,87&109,87
Nc1cccc2ccc(Cl)nc12,105,·,105,93,103,·,86,104
c1csc(C2=NN3C(C2)c2ccccc2OC3c2ccncc2)c1 (configuration not stated),103,92,99,77,89,93,87,100
COC(=O)/C=C/C(=O)NC(N)=O,91,99,105,95,108,95,107,96
COc1ccc(NC(=O)NCCO)cc1,99,106,105,98,93,111,101,100
CCC/C=C/C=N/NC(=S)Nc1ccccc1,106,98,91,96,97,87,118,92
COc1cc([N+](=O)[O-])c2nc(/C=N/NC(N)=S)ccc2c1,·,117,102,94,108,102,96,118
C#Cc1cccc(NC(=O)Nc2ccc(N=C=S)cc2)c1,84[8.25 µM],96[8.25 µM],72[8.25 µM],68[8.25 µM],82[8.25 µM],78[8.25 µM],89[8.25 µM],25[8.25 µM]

# Entries from the list above that contain a nitro group on carbon (three):
SMILES,MDA-MB-468,BT-549,K-562,MCF7,MDA-MB-231,T-47D,HS 578T,SR
N#C/C(=C/c1ccc(O)c([N+](=O)[O-])c1)c1nc(-c2ccc([N+](=O)[O-])cc2)cs1,14,36,20,26,40,11,44,48
COc1c(NC=O)c2c(c([N+](=O)[O-])c1OC)C(=O)OC2,93&113,94,102&125,90&97,90&104,93&109,87&109,87
COc1cc([N+](=O)[O-])c2nc(/C=N/NC(N)=S)ccc2c1,·,117,102,94,108,102,96,118

# The listing picks up, starting two compounds before the break.
SMILES,MDA-MB-468,BT-549,K-562,MCF7,MDA-MB-231,T-47D,HS 578T,SR
COc1cc([N+](=O)[O-])c2nc(/C=N/NC(N)=S)ccc2c1,·,117,102,94,108,102,96,118
C#Cc1cccc(NC(=O)Nc2ccc(N=C=S)cc2)c1,84[8.25 µM],96[8.25 µM],72[8.25 µM],68[8.25 µM],82[8.25 µM],78[8.25 µM],89[8.25 µM],25[8.25 µM]
CCOC(COC(=O)c1ccccc1C(=O)O)c1ccccc1 (configuration not stated),112,108,86,92,103,109,104,77
COc1c(Cl)cc(Cl)c(Cl)c1Cc1c(O)c(Cl)cc(Cl)c1Cl,89,112,96,100,109,90,101,105
COc1ccc(C(=O)CSC(=S)N2CCCCC2)cc1,104,130,89,96,112,93,102,84
O=C(Nc1nc2cccc(-c3ccc(CN4CCS(=O)(=O)CC4)cc3)n2n1)C1CC1,42,54,37,17,82,80,·,45
N#CCCCCN1CCCC1,·,99,108,104,88,104,111,·
O=C(NCc1ccccc1)c1cccnc1,·,109,105,93,105,98,90,81
CO[C@H](C(=O)[C@@H](O)[C@@H](C)O)[C@@H]1Cc2cc3cc(O[C@H]4C[C@@H](O[C@H]5C[C@@H](O)[C@H](O)C(C)O5)[C@H](O)C(C)O4)c(C)c(O)c3c(O)c2C(=O)[C@H]1O[C@H]1C[C@@H](O[C@H]2C[C@@H](O[C@H]3C[C@](C)(O)C(=O)C(C)O3)[C@@H](O)C(C)O2)[C@H](O)C(C)O1 (some centres not stated),-47*,-25*,9.3*,6.7*,11,-8.5*,-14*,8.4*
CCCCC(CC)(CO)CO,93,105,101,100,113,101,119,114
COc1cc(NCCCCCCCNC(C)C)c2nccc(C)c2c1,9.0*!,64&86,7.6*!,-9.7*,63&68,60&60,69&95,36&80
Nc1cc(-c2c[nH]c3ccc(F)cc23)nc2cc(-c3c[nH]c4ccccc34)nn12,-19*,·,5.2*,-23*,-65*,18,21,15
O=C(C(=Cc1ccccc1)C(=O)c1ccccc1)c1ccccc1,89&63,103&66,94&35,89&25,75&71,75&66,94&65,6.3*!
Oc1ccccc1-c1n[nH]c(/C=C/c2ccc(Br)cc2)n1,99,92,86,80,102,73,110,86
COc1ccc2c(/C=C3/C(=O)NC(=S)NC3C)cc(=O)oc2c1 (configuration not stated),90,103,98,90,103,88,100,97
CC(C)=CCC[C@H](C)c1ccc(C)c2c1OCN(CCO)C2,83,96,78,84,89,70,76,·
C[C@@H](CO)[C@@H]1CCC=C2CC[C@]3(C)[C@H](CC[C@@H]4[C@@]5(C)CCCNC(C)(C)[C@@H]5CC[C@]43C)[C@H]21,-15*,81,-20*,7.7*,60,59,70,-30*
COc1ccc(C(=O)COc2ccc(/C=C3\Oc4ccc(Cl)cc4C3=O)cc2)cc1,·,98,17,47,87,78,92,-22*
C#C[C@@]1(O)[C@@H](CO)O[C@@H](n2cc(Cl)c3c(N)ncnc32)[C@@H]1O,-49*,-33*,5.0*,-41*,-6.3*,-13*,5.5*,1.0*
Cc1ccc2c(C3C(C#N)=C(N)Oc4n[nH]c(C)c43)cc(=O)oc2c1 (configuration not stated),90,89,98,94,88,92,94,77
O=C(CSc1nc2ccccc2c(=O)[nH]1)Nc1ccccc1C(=O)O,93,103,98,85,95,94,79,95
CC(C)c1ccc(Cn2cc(CSc3nc4ccccc4o3)nn2)cc1,120,108,94,97,115,91,105,98
Nc1nn(C(=O)c2cccnc2)cc1-c1ccccc1,79,96,69,108,96,149,95,102
O=C(NCCc1ccccc1)Nc1ccccc1Cl,95,105,96,97,122,93,108,87
Cc1ccc(/C=C2/SC(=O)N(CCCC(=O)N3CCN(c4cc5c(cc4F)c(=O)c(C(=O)O)cn5C4CC4)CC3)C2=O)cc1,109,·,102,102,102,112,108,103
Nc1nc(N)nc(N[C@@H]2C[C@H](CO)[C@@H](O)[C@H]2O)n1,106,100,103,98,107,108,97,108
Cc1cc(C)c(Cc2c(C)cc(C)cc2C)c(C)c1,113,106,·,105,107,105,102,93
Nc1nc(N)c(N=O)c(Nc2ccc(Cl)c(Cl)c2)n1,·,117,76,69,97,54,110,53
O=C1/C(=C/c2ccc3c(c2)OCO3)SC(=S)N1C1c2ccccc2Oc2ccccc21,90,91,99,92,96,104,91,84
N#CCc1nc2ccccc2[nH]1,97,104,100,91,86,86,89,94
Cc1sc2nc(CSc3nnc(-c4ccco4)o3)[nH]c(=O)c2c1C,·,102,76,104,106,95,115,57
COc1cc(C2N(c3ccccc3)NC(=O)[C@H]3CCCN23)cc(OC)c1OC (some centres not stated),90,102,81,86,79,84,89,74

# Looked up above:
# Cc1sc2nc(CSc3nnc(-c4ccco4)o3)[nH]c(=O)c2c1C @ MCF7: 104
# Cc1ccc2c(C3C(C#N)=C(N)Oc4n[nH]c(C)c43)cc(=O)oc2c1 (configuration not stated) @ T-47D: 92
# O=C(CSc1nc2ccccc2c(=O)[nH]1)Nc1ccccc1C(=O)O @ K-562: 98
# Cc1ccc(/C=C2/SC(=O)N(CCCC(=O)N3CCN(c4cc5c(cc4F)c(=O)c(C(=O)O)cn5C4CC4)CC3)C2=O)cc1 @ HS 578T: 108
# Nc1nc(N)nc(N[C@@H]2C[C@H](CO)[C@@H](O)[C@H]2O)n1 @ MCF7: 98
# COc1cc(C2N(c3ccccc3)NC(=O)[C@H]3CCCN23)cc(OC)c1OC (some centres not stated) @ MDA-MB-231: 79
# N#CCc1nc2ccccc2[nH]1 @ T-47D: 86

# Carrying on.
SMILES,MDA-MB-468,BT-549,K-562,MCF7,MDA-MB-231,T-47D,HS 578T,SR
N#CCCNc1cccc2ccccc12,102,97,113,90,98,97,115,104
Cc1ncc(O)c(CO)c1O,100,101,128,101,107,105,104,86
Cc1c(NC(=O)c2sc3nc4c(cc3c2N)CN(Cc2ccccc2)CC4)cccc1C(F)(F)F,-5.8*,49,8.1*,16,74,49,31,20
CCn1cc(-c2nc(N)[nH]c(=O)c2C#N)c(-c2ccc(Br)cc2)n1,99,97,94,92,101,89,110,103
CCCCNC(=O)NS(=O)(=O)c1ccc(N2N=C(c3ccc(C)cc3C)CC2c2ccc(C)cc2)cc1 (configuration not stated),69,80,64,62,99,73,92,58
C#C[C@@]1(O)[C@@H](CO)O[C@@H](n2cc(Br)c3c(Cl)ccnc32)[C@@H]1O,14,23,14,1.5*,-27*,-18*,41,22
c1cc(OCC2CO2)cc(OCC2CO2)c1 (configuration not stated),110,58,92,50,124,90,·,47
CCCCCC(=C/c1ccccc1)/C=N/N=C(N)N,-87*,47,5.3*,-70*,·,-34*,·,-2.6*
Cc1cc(N=Nc2ccc(N=Nc3ccc(O)c(C(=O)O)c3)cc2)c(N)cc1N,98,105,101,93,98,91,94,89
Clc1ccc(N/N=C/c2ccc(-n3cccn3)cc2)c(Cl)c1,102,88,103,82,89,102,106,99
COc1ccc(CCNC(C)=O)cc1OC,83&111,92&99,129&99,94&93,112&113,115&95,103&104,110&99
COc1cccc(/C=N/NC(=O)c2ccccc2Nc2ccnc(C(F)(F)F)c2)c1O,-20*,26,34,3.1*,43,18,45,30
CC(C)(C)C1CC=CCC1 (configuration not stated),103,·,91,90,93,109,104,89
O=C(N/N=C/c1ccc[nH]1)c1[nH]c2ccc(Br)cc2c1-c1ccccc1,-0.6*,-12*,3.1*,4.0*,14,14,29,1.9*
O=C1C2(Cl)C(Cl)=C(Cl)C1(Cl)C1(Cl)C(Cl)=C(Cl)C(=O)C21Cl (configuration not stated),92,128,114,86,114,94,102,114
CCN(CC)CCc1nc(-c2ccccc2)no1,-1.6*!,103&55,118,96&58,110&68,81&56,98,·
COc1cc2oc(-c3cccc(NC(=O)c4cc(NC(=O)[C@H](C)NC(=O)OC(C)(C)C)ccc4Cl)c3)cc(=O)c2c(OC)c1OC,86,71,45,62,68,30,29,23
COc1ccc(/C=c2\sc3n(c2=O)NC2C(N=3)N(C)C(=O)N2C)cc1 (configuration not stated),99,111,89,95,97,102,96,87
COc1cccc(/C=C/c2nc3ccccc3c(=O)n2CC(=O)Nc2ccc(Cl)cc2)c1,108,87,85,·,28,6.3*,33,80
CCCCCCCCOc1ccc(/C=C/C(=O)c2ccc(B(O)O)cc2)cc1,91,99,98,88,100,82,104,101
CC(=O)N1N=C(c2cccc(Nc3ccncc3)c2)CC1c1ccc(Cl)cc1 (configuration not stated),83,66,51,88,89,73,82,78
Cc1ccc(N=Nc2cc(S(=O)(=O)O)c3ccccc3c2O)c(C)c1,105,100,101,89,84,87,95,91
CC(C)(O)c1ccccc1CC[C@@H](SC1(CC(=O)O)CC1)c1cccc(/C=C/c2ccc3ccc(Cl)cc3n2)c1,109,108,109,106,96,106,120,100
O=C(O)C(=O)C(O)C(O)C(O)CO (configuration not stated),94,91,117,96,112,108,99,66
N/N=C1/C(=O)c2cccc3cccc1c23,93,102,100,81,104,95,·,70
Cc1nn(-c2ccc(F)cc2)c2ncnc(N3CCN(c4ccc(Cl)cc4)CC3)c12,104,104,89,97,92,90,96,89
[O-]/[N+](=C/c1ccc(OCc2cn(Cc3ccccc3)nn2)cc1)c1ccccc1,80,95,75,89,120,89,102,92
c1ccc2nc(NN=C3CCCCC3)ccc2c1,86,85,97,79,66,57,101,77
CN1CCN(CC#CCNC(=O)[C@]2(C)CC[C@]3(C)CC[C@@H]4C(=CC[C@H]5[C@@]4(C)CC[C@H]4C(C)(C)C(=O)CC[C@]54C)[C@@H]3C2)CC1,103,95,81,79,105,83,90,74
Clc1cccc(Cc2cnc(Nc3ccccn3)s2)c1Cl,107,101,86,90,106,95,97,99
O=C(CN1CCOCC1)Nc1ccc(-c2nc3ccccc3s2)cc1,-6.7*,104,99,49,97,93,110,102
CCCCC(CC)C(=O)NCC(C)O (configuration not stated),105,115,100,111,104,·,103,101
CCC(C)C1OC1(C)C1(O)C(C)=CC2CC(C(=O)OC)=CCC2C1/C=C/C=C/C=C/C(=O)O (configuration not stated),109,115,62,79,100,63,63,40
O=C1/C(=C/c2ccc(N3CCN(Cc4ccccc4)CC3)cc2)Oc2cc(O)ccc21,69,91,54,77,89,71,111,63
C=CCOc1c(CCC)cc(C#N)cc1CCC,106,·,99,88,124,88,107,104
Nc1nc(=O)n(C2CC(O)C(CO)O2)cc1Br (configuration not stated),·,105,96,79,114,111,152,92
CO[C@H]1NC(=O)N(S(=O)(=O)c2ccc3ccccc3c2)[C@@H]1OC,114,114,94,94,105,113,104,·
CC1(C)CC(=O)C2=C(C1)N(c1ccc(F)cc1F)C(N)=C(C#N)C2c1cc(Cl)ccc1Br (configuration not stated),87,112,96,96,105,105,107,75
CC(C)=CC(=O)OCC(=O)O[C@@H]1C[C@]2(C(C)C)O[C@@]1(C)[C@@H]1CC[C@@H](C)[C@H]1[C@@H]2OC(=O)/C=C/c1ccccc1,64,38,61,71,91,65,-0.4*,69
C=C[C@@]1(C)C=C2CC[C@H]3[C@@](C)(CCC[C@]3(C)C=O)[C@@H]2CC1,99,100,110,93,109,·,92,104
Nc1ccc(C2=NNC(=O)Cc3cc4c(cc32)OCCO4)cc1Cl,·,48,·,19,61,44,62,20
CC(C)NC(=O)c1cc(-c2ccc(NC(=O)Nc3ccc(F)cc3)cc2)nc2cccnc12,89,104,110,80,98,98,109,94
CC(C)=CCC/C(C)=C/CC/C(C)=C/CC/C(C)=C/CC1CC(=O)C=C(C)[C@H]1O (some centres not stated),61,82,36,74,82,35,100,·
O=c1c2ccccc2n(C[C@H]2CO2)c2ccccc12,-7.3*,-4.4*,8.2*,-4.7*,5.9*,13,6.1*,8.9*
COc1ccc(Cn2nc(-c3cc(OC)c(OC)c(OC)c3)c3c2CCc2cnoc2-3)cc1OC,-13*,61,19,30,53,66,73,1.8*
O=c1[nH]c(=S)[nH]cc1Cc1ccccc1,93,97,99,89,110,96,116,84
